TEAD-YAP inh – TEAD-YAP interaction inhibition, primary screen, TEAD-YAP interaction inhibitor project, luminescence, HEK-TIYL cells. inhibition, % at 9.12 µM. TEAD-Gal4/YAP UAS-luciferase luminescence. AID 1259422, 2018. 1.4% of 640,000 active; in the data active = inhibition above about 32%;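 note: 0% = median of test compound wells and 100% = reference inhibitor wells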
MITF primary – MITF inhibitors, primary screen, biochemical, AlphaScreen, human; inhibition, % at 2.6 µM; AlphaScreen MITF homodimerization, bead proximity signal; Microphthalmia-associated transcription factor (Homo sapiens), O75030; 0.91% of 650,000 active; AID 1259374, 2018; in the data active = inhibition above about 50%;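 note: 0% = vehicle wells with protein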
GPR151 activ – activators of human GPR151, primary screen, cell-based, PathHunter beta-arrestin, luminescence; activation, % at 11.2 µM; 1% of 650,000 active; G-protein coupled receptor 151 (Homo sapiens), Q8TDV0; PathHunter beta-arrestin GPR151 cells; in the data active = activation above about 4.9%;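 note: 0% = median of compound wells and 100% = cells with positive control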
Target sequence (Q8TDV0 whole entry, looked up): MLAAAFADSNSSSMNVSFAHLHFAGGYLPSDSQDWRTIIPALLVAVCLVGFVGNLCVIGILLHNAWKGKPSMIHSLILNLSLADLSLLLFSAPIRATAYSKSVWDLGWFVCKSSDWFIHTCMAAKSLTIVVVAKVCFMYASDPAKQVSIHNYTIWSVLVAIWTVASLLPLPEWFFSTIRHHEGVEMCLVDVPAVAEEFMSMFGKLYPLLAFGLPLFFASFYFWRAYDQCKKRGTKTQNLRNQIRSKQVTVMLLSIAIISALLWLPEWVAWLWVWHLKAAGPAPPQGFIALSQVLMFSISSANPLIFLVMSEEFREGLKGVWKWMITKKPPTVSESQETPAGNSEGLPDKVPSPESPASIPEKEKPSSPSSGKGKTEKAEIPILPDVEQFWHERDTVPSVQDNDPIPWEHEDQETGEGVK
FBW7 activator – FBW7 E3 ligase activators, primary screen, biochemical, AlphaScreen, human | F-box/WD repeat-containing protein 7 (Homo sapiens), Q969H0 | AlphaScreen FBW7–phospho-cyclin E peptide binding, activator screen | normalized activity (activation), % at 26.1 µM | 0.13% of 650,000 active | AID 1259310, 2017; in the data active = normalized activity above about 1.9%;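 note: purified mutant Fbw7 with reduced substrate affinity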
Target sequence (Q969H0 whole entry, looked up): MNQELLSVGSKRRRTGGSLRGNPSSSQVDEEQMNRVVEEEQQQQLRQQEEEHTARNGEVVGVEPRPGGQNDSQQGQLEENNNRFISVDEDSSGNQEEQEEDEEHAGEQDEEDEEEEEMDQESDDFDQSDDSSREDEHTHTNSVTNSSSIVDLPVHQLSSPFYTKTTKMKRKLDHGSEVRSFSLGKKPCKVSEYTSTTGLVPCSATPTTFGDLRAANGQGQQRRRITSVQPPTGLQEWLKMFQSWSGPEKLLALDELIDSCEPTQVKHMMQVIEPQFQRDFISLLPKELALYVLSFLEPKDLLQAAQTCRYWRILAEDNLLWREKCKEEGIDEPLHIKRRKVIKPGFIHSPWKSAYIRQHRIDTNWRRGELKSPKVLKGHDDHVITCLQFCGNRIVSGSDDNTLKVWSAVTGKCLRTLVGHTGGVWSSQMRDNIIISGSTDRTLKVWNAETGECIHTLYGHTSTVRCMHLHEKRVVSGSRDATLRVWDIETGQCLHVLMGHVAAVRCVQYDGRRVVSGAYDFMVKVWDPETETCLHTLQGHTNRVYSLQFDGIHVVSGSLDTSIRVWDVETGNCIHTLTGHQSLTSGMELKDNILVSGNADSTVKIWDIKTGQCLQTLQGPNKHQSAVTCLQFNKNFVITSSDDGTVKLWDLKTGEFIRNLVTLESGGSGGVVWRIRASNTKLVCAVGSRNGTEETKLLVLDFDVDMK
Starred values were filed as active, the others as inactive.

Results for CCOC1(/N=C(\C)NS(=O)(=O)c2ccc(Cl)cc2)C(C)=CC(=O)C=C1C ?
TEAD-YAP inh: -2; MITF primary: -8; GPR151 activ: 4.0; FBW7 activator: 0.0

How did Nc1nnc(CC(=O)N/N=C\c2ccc(Br)cc2)s1 do in these assays?
TEAD-YAP inh: 3; MITF primary: 12; GPR151 activ: -0.7; FBW7 activator: 1.4

What do the screens show for `CCOc1ccc(/C=C2\C(=O)ON=C2c2ccc(Cl)cc2)cc1`?
TEAD-YAP inh: 14; MITF primary: 59*; GPR151 activ: -1.2; FBW7 activator: 0.0

Results for CC1=C(C(=O)Nc2ccc(Br)cn2)C(c2cccc(Oc3ccccc3)c2)C2=C(CC(C)(C)CC2=O)N1 (centres undefined) ?
TEAD-YAP inh: 13; MITF primary: 19; GPR151 activ: -0.1; FBW7 activator: 0.8

What do the screens show for `CCCCS(=O)(=O)/C=C\C=C\S(=O)(=O)CCCC`?
TEAD-YAP inh: 90*; MITF primary: 0; GPR151 activ: 1.0; FBW7 activator: -0.1

What do the screens show for `Cc1ccc(/C=N/Nc2cccc([N+](=O)[O-])c2)s1`?
TEAD-YAP inh: -47; MITF primary: 7; GPR151 activ: 0.1; FBW7 activator: -0.3

How did Cc1sc(NC(=O)CN(C(=O)C2CCC2)C2CCCCC2)c(C(N)=O)c1C do in these assays?
TEAD-YAP inh: 5; MITF primary: 11; GPR151 activ: -0.2; FBW7 activator: -0.2

What do the screens show for `CCN1C(=O)CC(Nc2ccc(N3CCOCC3)cc2)C1=O` (centres undefined)?
TEAD-YAP inh: -4; MITF primary: -4; GPR151 activ: 1.9; FBW7 activator: 0.4

How did NC(=O)CCS(=O)(=O)CCN1CCCCC1 do in these assays?
TEAD-YAP inh: -11; MITF primary: -11; GPR151 activ: 2.3; FBW7 activator: -0.1

How did COc1ccc(C2C(=O)N(C3CCCCC3)CC(=O)N2C2CCCCC2)cc1 (centres undefined) do in these assays?
TEAD-YAP inh: 4; MITF primary: -5; GPR151 activ: -0.7; FBW7 activator: -0.2

What do the screens show for `O=C(NCc1ccccn1)c1ccc(Cn2nnc3ccsc3c2=O)cc1`?
TEAD-YAP inh: 1; MITF primary: 0; GPR151 activ: 1.2; FBW7 activator: -0.2

What do the screens show for `c1ccc(CN2CCC(Nc3nc(NCCOc4ccccc4)c4[nH]cnc4n3)CC2)cc1`?
TEAD-YAP inh: -9; MITF primary: 20; GPR151 activ: 0.9; FBW7 activator: 0.2

Taken from the results shown, 9 compounds:
Results for CC1=C(C(=O)Nc2ccc(Br)cn2)C(c2cccc(Oc3ccccc3)c2)C2=C(CC(C)(C)CC2=O)N1 (centres undefined) ?
TEAD-YAP inh: 13; MITF primary: 19; GPR151 activ: -0.1; FBW7 activator: 0.8

What do the screens show for `CCCCS(=O)(=O)/C=C\C=C\S(=O)(=O)CCCC`?
TEAD-YAP inh: 90*; MITF primary: 0; GPR151 activ: 1.0; FBW7 activator: -0.1

What do the screens show for `Cc1ccc(/C=N/Nc2cccc([N+](=O)[O-])c2)s1`?
TEAD-YAP inh: -47; MITF primary: 7; GPR151 activ: 0.1; FBW7 activator: -0.3

How did Cc1sc(NC(=O)CN(C(=O)C2CCC2)C2CCCCC2)c(C(N)=O)c1C do in these assays?
TEAD-YAP inh: 5; MITF primary: 11; GPR151 activ: -0.2; FBW7 activator: -0.2

What do the screens show for `CCN1C(=O)CC(Nc2ccc(N3CCOCC3)cc2)C1=O` (centres undefined)?
TEAD-YAP inh: -4; MITF primary: -4; GPR151 activ: 1.9; FBW7 activator: 0.4

How did NC(=O)CCS(=O)(=O)CCN1CCCCC1 do in these assays?
TEAD-YAP inh: -11; MITF primary: -11; GPR151 activ: 2.3; FBW7 activator: -0.1

How did COc1ccc(C2C(=O)N(C3CCCCC3)CC(=O)N2C2CCCCC2)cc1 (centres undefined) do in these assays?
TEAD-YAP inh: 4; MITF primary: -5; GPR151 activ: -0.7; FBW7 activator: -0.2

What do the screens show for `O=C(NCc1ccccn1)c1ccc(Cn2nnc3ccsc3c2=O)cc1`?
TEAD-YAP inh: 1; MITF primary: 0; GPR151 activ: 1.2; FBW7 activator: -0.2

What do the screens show for `c1ccc(CN2CCC(Nc3nc(NCCOc4ccccc4)c4[nH]cnc4n3)CC2)cc1`?
TEAD-YAP inh: -9; MITF primary: 20; GPR151 activ: 0.9; FBW7 activator: 0.2

The listing continues:
How did O=C(NC(=S)Nc1ccc(F)c([N+](=O)[O-])c1)c1ccco1 do in these assays?
TEAD-YAP inh: -15; MITF primary: -6; GPR151 activ: 2.2; FBW7 activator: -0.4

How did CC1CCN(C(CNS(=O)(=O)c2ccccc2)c2ccccc2)CC1 (centres undefined) do in these assays?
TEAD-YAP inh: 3; MITF primary: 5; GPR151 activ: -1.1; FBW7 activator: -0.1

What do the screens show for `C=CCN1C(=O)C[n+]2ccccc2C1C(=O)Nc1c(C)cccc1C` (centres undefined)?
TEAD-YAP inh: 1; MITF primary: 11; GPR151 activ: -0.3; FBW7 activator: -0.2

What do the screens show for `COCCCNc1nc(=S)[nH]c2cc(OC)c(OC)cc12`?
TEAD-YAP inh: 3; MITF primary: 8; GPR151 activ: -1.3; FBW7 activator: -0.1

Results for COCc1c(C(=O)OCC(=O)NNC(=O)c2cccs2)oc2ccccc12 ?
TEAD-YAP inh: 2; MITF primary: -11; GPR151 activ: -0.9; FBW7 activator: 0.1

What do the screens show for `Cc1cc(C(F)(F)F)nc(SCC(=O)Nc2ccc(C(N)=O)cc2)c1C#N`?
TEAD-YAP inh: 3; MITF primary: 9; GPR151 activ: -0.1; FBW7 activator: 0.2

Results for CC1CCCC(NC(=O)C2CCC(Cn3c(=S)[nH]c4ccccc4c3=O)CC2)C1C (centres undefined) ?
TEAD-YAP inh: -7; MITF primary: 0; GPR151 activ: -0.3; FBW7 activator: -0.1

What do the screens show for `CCCc1cc(=O)oc2cc(OCc3ccc(F)cc3)ccc12`?
TEAD-YAP inh: 15; MITF primary: -8; GPR151 activ: 0.7; FBW7 activator: 0.0

What do the screens show for `Cc1ccc(-c2csc(CC#N)n2)cc1`?
TEAD-YAP inh: -20; MITF primary: 18; GPR151 activ: -1.6; FBW7 activator: 0.1

Results for CCC(C)n1cc(C=C2C(=O)N(C)C(=S)N(C)C2=O)c2ccccc21 (centres undefined) ?
TEAD-YAP inh: 4; MITF primary: 0; GPR151 activ: 0.5; FBW7 activator: 0.0

Results for Cc1cccc(NC(=O)CC2SC(=Nc3ccc(F)cc3)N(C)C2=O)c1 (centres undefined) ?
TEAD-YAP inh: 2; MITF primary: 0; GPR151 activ: 0.5; FBW7 activator: 0.0

How did CC12c3ccccc3C(C)(c3ccccc31)C1C(=O)N(c3ccccc3C#N)C(=O)C12 (centres undefined) do in these assays?
TEAD-YAP inh: -3; MITF primary: -18; GPR151 activ: -0.9; FBW7 activator: 0.2

Results for O=C(CN1CCN(c2ccc(F)cc2)CC1)Nc1ccc(Br)cc1 ?
TEAD-YAP inh: 7; MITF primary: 12; GPR151 activ: 0.0; FBW7 activator: -0.1

Results for CCOC(=O)N1CCC(NC(=O)c2cc3nc(-c4ccc(Cl)cc4)cc(C(F)(F)F)n3n2)CC1 ?
TEAD-YAP inh: -4; MITF primary: 5; GPR151 activ: -0.2; FBW7 activator: -0.1

Results for COc1ccccc1NC(=O)CCCOc1ccccc1C ?
TEAD-YAP inh: -12; MITF primary: -13; GPR151 activ: -1.6; FBW7 activator: 0.2

Results for N#CCCNc1ccc2c(c1)OCCO2 ?
TEAD-YAP inh: 2; MITF primary: -7; GPR151 activ: -0.1; FBW7 activator: 0.0

Results for O=C(CN1C(=O)C2C3CCC(C3)C2C1=O)Nc1ccc(Cl)cc1Cl (centres undefined) ?
TEAD-YAP inh: -10; MITF primary: 9; GPR151 activ: -0.9; FBW7 activator: 0.2

How did CC(C)(C)c1ccc2c(c1)OCCOCCOCCO2 do in these assays?
TEAD-YAP inh: -2; MITF primary: 6; GPR151 activ: -0.3; FBW7 activator: 0.1

What do the screens show for `COc1cc(C2CC(=O)c3c(ccc4ccccc34)N2)cc(OC)c1OC` (centres undefined)?
TEAD-YAP inh: 32; MITF primary: 13; GPR151 activ: -0.2; FBW7 activator: -0.1

Results for CCc1ccc(-n2c(SCC(=O)N3CCC(C)CC3)nc3n[nH]c(C)c3c2=N)cc1 ?
TEAD-YAP inh: 14; MITF primary: 0; GPR151 activ: 0.5; FBW7 activator: 0.2

What do the screens show for `Cc1cc(C)cc(C(=O)Oc2coc(CSc3nc(C)cc(C)n3)cc2=O)c1`?
TEAD-YAP inh: -12; MITF primary: 0; GPR151 activ: -0.9; FBW7 activator: -0.2

How did CCOC(=O)N1CCC(=NNc2ccc(C(=O)O)cc2)CC1 do in these assays?
TEAD-YAP inh: -57; MITF primary: -4; GPR151 activ: -0.5; FBW7 activator: 0.1

What do the screens show for `CC(C)(C)c1ccc(S(=O)(=O)Nc2cc3c4c(oc3c3ccccc23)CCC(C(C)(C)C)C4)cc1` (centres undefined)?
TEAD-YAP inh: -2; MITF primary: 3; GPR151 activ: -1.2; FBW7 activator: -0.2

What do the screens show for `CC(=O)N1CCOCCOCCOCCOCC1`?
TEAD-YAP inh: 12; MITF primary: 9; GPR151 activ: 2.1; FBW7 activator: 0.1

How did CCOc1ccc(N(CC)S(=O)(=O)c2ccc3c(c2)CCN3C(=O)C2CCC2)cc1 do in these assays?
TEAD-YAP inh: 4; MITF primary: 7; GPR151 activ: 0.5; FBW7 activator: -0.1

Results for Cc1ccc(-c2nc3cccnc3s2)cc1NC(=O)c1cc(Br)ccc1Cl ?
TEAD-YAP inh: -55; MITF primary: 7; GPR151 activ: 1.5; FBW7 activator: -0.1

Results for COc1ccc(NS(=O)(=O)c2ccc3nc(COc4ccc(C#N)cc4)[nH]c3c2)cc1 ?
TEAD-YAP inh: 8; MITF primary: 10; GPR151 activ: 0.6; FBW7 activator: 0.3

Results for COc1ccccc1/C=C/C=C1\N=C(c2ccc(C)cc2)OC1=O ?
TEAD-YAP inh: 7; MITF primary: 9; GPR151 activ: -0.6; FBW7 activator: 0.0

How did COCCNC(=O)c1cc(COc2cccc3cnccc23)on1 do in these assays?
TEAD-YAP inh: 5; MITF primary: 9; GPR151 activ: -1.6; FBW7 activator: 0.0

How did O=C(NCCCO)/C(=C/C=C\c1ccccc1)NC(=O)c1ccc(Br)o1 do in these assays?
TEAD-YAP inh: 5; MITF primary: -25; GPR151 activ: -0.5; FBW7 activator: 0.0

Results for O=C(COc1ccc([N+](=O)[O-])cc1)Nc1ncn[nH]1 ?
TEAD-YAP inh: -4; MITF primary: 2; GPR151 activ: 1.9; FBW7 activator: -0.5

What do the screens show for `CC(C)CN(CC#CC(CO)NCc1ccccc1)CC(C)C` (centres undefined)?
TEAD-YAP inh: 10; MITF primary: 7; GPR151 activ: 0.3; FBW7 activator: -0.2

What do the screens show for `CCOC(=O)C1CCN(C2CC(=O)N(c3ccc(OCC)cc3)C2=O)CC1` (centres undefined)?
TEAD-YAP inh: 18; MITF primary: -7; GPR151 activ: 2.1; FBW7 activator: -0.2

How did Cc1cccc(C2=N/C(=C\c3cccc(OCc4ccccc4)c3)C(=O)O2)c1 do in these assays?
TEAD-YAP inh: -2; MITF primary: -5; GPR151 activ: -0.1; FBW7 activator: 0.1

How did CNC(=O)c1cc(OC)c(OC)cc1OC do in these assays?
TEAD-YAP inh: 4; MITF primary: -22; GPR151 activ: 0.9; FBW7 activator: -0.1

What do the screens show for `Cc1ccc(-c2csc(=S)n2CC(=O)NNC(=O)c2cc(C)oc2C)cc1`?
TEAD-YAP inh: 2; MITF primary: 21; GPR151 activ: -1.8; FBW7 activator: 0.0

What do the screens show for `CCOC(=O)C1=C(C)N=c2s/c(=C\c3cc(C)n(-c4ccc(C)cc4)c3C)c(=O)n2C1c1cc(OC)ccc1OC` (centres undefined)?
TEAD-YAP inh: 8; MITF primary: 8; GPR151 activ: -0.8; FBW7 activator: 0.7

Results for CCCCOc1ccc(C(=O)NCC(C)c2ccccc2)cc1 (centres undefined) ?
TEAD-YAP inh: -24; MITF primary: 2; GPR151 activ: -0.3; FBW7 activator: -0.1

What do the screens show for `O=C(CN1CCC(c2ccc3c(c2)OCO3)CC1)NC1CCCCC1`?
TEAD-YAP inh: 7; MITF primary: 13; GPR151 activ: -0.6; FBW7 activator: 0.1

How did O=C(O)C1C2C=CC(C2)C1C(=O)N1CCc2ccccc21 (centres undefined) do in these assays?
TEAD-YAP inh: -1; MITF primary: -3; GPR151 activ: -1.1; FBW7 activator: 0.0

Results for COc1ccccc1N1CCN(C(=O)c2sc3ncnc(N4CCN(c5ccccc5)CC4)c3c2C)CC1 ?
TEAD-YAP inh: 4; MITF primary: 2; GPR151 activ: 0.4; FBW7 activator: -0.2

What do the screens show for `CCN(CCN(C)C)C(=O)C1CCCN1C(=O)OCc1ccccc1` (centres undefined)?
TEAD-YAP inh: -8; MITF primary: 25; GPR151 activ: 2.6; FBW7 activator: 0.2

Results for CC1(C(=O)NCC2CCCO2)CCC(=O)N1CCc1ccccc1 (centres undefined) ?
TEAD-YAP inh: -10; MITF primary: 6; GPR151 activ: 1.0; FBW7 activator: 0.7

Results for CN1CCN(C(=O)c2ccc(-c3nc(C(=O)Nc4ccccc4)cs3)cc2)CC1 ?
TEAD-YAP inh: -1; MITF primary: 2; GPR151 activ: 2.1; FBW7 activator: 0.1

How did CCOCCc1nnc(NC(=O)CSc2ccccc2)s1 do in these assays?
TEAD-YAP inh: -5; MITF primary: 5; GPR151 activ: 0.5; FBW7 activator: -0.1
